Assay outcomes (PubChem BioAssay)
D2 PAM: D2 dopamine receptor (human) potentiation; 340,000 compounds, 0.34% hits; HEK293 T-REx D2, calcium flux, EC20 dopamine potentiation; AID 485347; potentiation, % at 10 µM;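 active means potentiation over 3 SD above the plate norm, cut at about 30% in these data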; further: 0% is about no effect
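Calcium flux readout, no-wash dye, 1 read/s. Inducible HEK293 Trex D2 line, overnight 30 C. Compound alone 180 s (agonist flags), then EC20 dopamine, another 180 s to score potentiation.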
RXFP1 antagonist: blocks the human relaxin receptor RXFP1 | Q9HBX9 | HEK293-RXFP1, relaxin-stimulated cAMP HTRF, 30 min; active compounds read low | activity change, negative = inhibition, % at 57.5 µM | 350,000 compounds, 0.59% hits | AID 1259400;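 active means activity change of -60% or lower, but not beyond a set lower limit; inconclusive means change between -60% and -40%, or beyond the set limit; inactive means change above -40%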; further: on the % scale 0 is the no-effect control and ±100 the full control effect
D2 antagonist: antagonizes the human D2 dopamine receptor. HEK293 TREx D2 cells, calcium flux, dopamine EC80. AID 485344. inhibition, % at 10 µM. 340,000 compounds, 2% hits. P14416; in the data active means inhibition above about 30%; further: 0% is about no effect
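Calcium mobilization kinetics were recorded at 1 s intervals in tetracycline-induced HEK293 T-REx D2 cells, first for 180 s after compound addition and then 180 s after EC80 dopamine.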
D1 antag: human D1 dopamine receptor antagonism | HEK293 TREx D1 cells, calcium flux, dopamine EC80; active compounds read low | activity change, negative = inhibition, % at 10 µM | 360,000 compounds, 3.2% hits | P21728; in the data active means activity change below about -30%; further: on the % scale 0 is the no-effect control and ±100 the full control effect
Target sequence (P21728 whole entry, looked up): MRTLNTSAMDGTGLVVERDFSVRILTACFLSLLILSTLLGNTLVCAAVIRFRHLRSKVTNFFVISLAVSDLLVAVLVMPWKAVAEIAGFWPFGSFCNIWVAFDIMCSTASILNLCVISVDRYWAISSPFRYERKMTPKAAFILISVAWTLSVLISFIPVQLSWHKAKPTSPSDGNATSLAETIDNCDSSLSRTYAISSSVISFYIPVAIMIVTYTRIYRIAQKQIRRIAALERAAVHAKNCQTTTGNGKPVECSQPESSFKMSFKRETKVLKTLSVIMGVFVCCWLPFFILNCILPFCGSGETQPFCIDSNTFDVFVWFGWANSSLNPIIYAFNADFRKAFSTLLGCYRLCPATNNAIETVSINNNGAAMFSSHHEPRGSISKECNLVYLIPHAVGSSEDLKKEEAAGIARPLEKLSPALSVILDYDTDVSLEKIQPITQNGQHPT
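Allosteric or orthosteric antagonism assessed as attenuation of the calcium response to EC80 dopamine, added 180 s after compound, in induced HEK293 Trex D1 cells loaded with no-wash calcium dye.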
D1 agonist: human D1 receptor agonism; activation, % at 2 µM; 360,000 compounds, 1% hits; HEK293 T-REx D1 cells, calcium flux, agonist mode; P21728; AID 504660; in the data active means activation above about 30%; further: 0% is about no effect
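Inducible HEK293 T-REx D1 cells, force-coupled to calcium signalling, were plated at 4000 cells/well with tetracycline and held overnight at 30 C. After no-wash calcium dye loading, compound-evoked calcium rise over 180 s flagged agonists.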
TRHR PAM: allosterically enhances the human TRH receptor | TRHR cells, fluo-8 calcium fluorescence, EC20 TRH enhancement | enhancement, % at 2 µM | 360,000 compounds, 0.66% hits | P34981 | AID 493056; in the data active means enhancement above about 30%; further: 0% is about no effect
Target sequence (P34981 whole entry, looked up): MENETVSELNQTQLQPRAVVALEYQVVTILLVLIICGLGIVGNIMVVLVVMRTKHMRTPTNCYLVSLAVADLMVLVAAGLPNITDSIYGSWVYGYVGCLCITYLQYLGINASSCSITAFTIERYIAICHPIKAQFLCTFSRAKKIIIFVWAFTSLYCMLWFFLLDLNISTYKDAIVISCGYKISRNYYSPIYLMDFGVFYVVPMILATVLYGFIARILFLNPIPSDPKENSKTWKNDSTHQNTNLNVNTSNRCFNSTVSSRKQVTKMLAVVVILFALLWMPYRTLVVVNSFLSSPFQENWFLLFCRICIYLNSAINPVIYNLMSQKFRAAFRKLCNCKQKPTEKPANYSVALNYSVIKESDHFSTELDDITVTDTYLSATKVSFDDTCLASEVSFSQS
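Enhancer read-out: after compound pinning and an initial kinetic agonist-mode read, an EC20 of TRH (10 nM final) was injected and fluo-8 calcium signal (Ex 480/Em 530) followed at 1 s/cycle for 100 cycles in TRHR-expressing cells.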
RXFP1 agonist: RXFP1 (human) receptor agonism; 370,000 compounds, 0.3% hits; Q9HBX9; Potency, µM (titrated, usually from 57.5 µM), for inactives: top-dose activation, hits mostly activators; HEK293T-RXFP1 cAMP TR-FRET, 30 min; response scale: percent of porcine relaxin response, buffer zero; active means well fitted activation curve with a large enough effect; inconclusive means small, poorly fitted or top-dose-only effect; further: potency means the concentration at half of the fitted maximal effect; on the % scale 0 is the no-effect control and ±100 the full control effect; nearly all actives have a fitted effect of over 60% in size; many of its hits are not listed in these tables
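cAMP rise read by TR-FRET after 30 min, 37C compound exposure (up to 58 uM) in RXFP1-transfected HEK293 cells with Ro 20174 present. EC50 from Hill-equation fits, with 29 nM porcine relaxin as 100% and buffer as basal.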
D2 agonist: activates the human D2 dopamine receptor; activation, % at 2 µM; 340,000 compounds, 0.53% hits; AID 485358; HEK293 T-REx D2 cells, calcium flux agonist mode; P14416;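 active means activation over 3 SD above normal in the single-dose calcium agonist read, cut at about 30% in these data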; further: 0% is about no effect
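Agonism is scored from calcium flux in a force-coupled, inducible HEK293 cell line expressing D2, read kinetically for 180 s after compound addition against dopamine controls.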
D1 potentiator: human D1 dopamine receptor positive modulation. potentiation, % at 10 µM. 360,000 compounds, 0.036% hits. HEK293 TREx D1 cells, calcium flux, dopamine EC20 potentiation; in the data active means potentiation above about 30%; further: 0% is about no effect
* = called active by the depositor; ? = inconclusive; / = not tested or not shown; & = joins results of further samples. The list is partial, so the mix of outcomes need not match the whole.

Sequence of screens – D2 PAM, RXFP1 antagonist, D2 antagonist, D1 antag, D1 agonist, TRHR PAM, RXFP1 agonist, D2 agonist, D1 potentiator
- COc1ccc(CN(Cc2cc3cccc(C)c3n3nnnc23)C(=O)N2CCOCC2)cc1
    -4, 5, 14, 7, 2, 22, 0.0%, -1.1, 5
- Cn1c(=O)[nH]c(=O)c2c1nc(Sc1ncccn1)n2CCCc1ccccc1
    9, 9, -1, 1, 1, 0, 5.4%, -0.1, -5
- O=C(Nc1nnc(C2CC2)s1)C1CC(=O)N(c2ccc3c(c2)OCCO3)C1 (stereo not drawn)
    2, -4, -12, 12, 0, 9, 1.0%, -0.5, -12
- CN(C)CC(=O)c1c(N)n(Cc2ccccc2)c(=O)n(C)c1=O
    -7, -7, 6, -8, -1, -1, -0.4%, 0.2, -3
- COc1ccc(C2CC(c3cccc(C)c3)n3nc(N)nc3N2)cc1 (stereo not drawn)
    7, /, 0, -31*, 0, 10, 1.8%, -1.0, 0
- CCSc1nc(-c2ccco2)ccc1C#N
    0, -21, 9, 7, -1, -3, 3.2%, 0.3, -8
- N#Cc1c(-c2ccco2)cc(-c2ccccc2)[nH]c1=O
    -6, 1, 4, 4, 1, 5, 2.4%, 0.1, 5
- CCN(CC)S(=O)(=O)c1ccc(-c2nnc3sc4cccc(C)c4n23)cc1
    -11, /, -11, 4, 3, -4, 0.2%, -0.3, /
- CC(OC(=O)C1=COCCO1)C(=O)Nc1ccccc1C#N (stereo not drawn)
    -1, -4, -7, 3, 2, 1, 0.3%, 2.3, -1
- C#CC(=O)N(c1cccc(OC)c1)C(C(=O)NC1CCCC1)c1cccs1 (stereo not drawn)
    3, -38, -24, -6, 3, 17, -0.6%, -0.8, -6
- O=C(CCc1nc(-c2ccccc2Cl)no1)NCc1ccco1
    4, 11, 3, -3, 0, -5, 2.4%, 0.3, 3
- Cc1cc(C(=O)OCn2nnc3ccccc3c2=O)c(C)n1-c1ccccc1
    2, -5, 26, -2, 0, -4, 0.6%, 0.6, -1
- COc1ccc([N+](=O)[O-])cc1NCC(=O)Nc1cccc(S(=O)(=O)N2CCCC2)c1
    -4, -10, 25, -8, 2, -1, 1.0%, -0.6, -2
- CCOC(=O)N1CCC(N2C(=O)c3ccccc3C2Nc2ccc(S(=O)(=O)N(CC)CC)cc2)CC1 (stereo not drawn)
    -2, -3, -17, -2, 2, 6, -1.6%, -0.4, -4
- Cc1ccc(NCC(=O)N/N=C/c2ccc(C(=O)O)cc2)cc1
    4, -6, -1, 3, 3, -3, 0.8%, -1.8, 2
- Nc1cc(C(=O)O)ccc1Nc1ccccc1
    -10, -20, 12, 0, 4, -5, 1.9%, 0.1, -4
- CC(=O)N1CCc2c(sc3c2c(=O)n(Cc2ccccc2)c(=O)n3CC(=O)Nc2ccc(C)c(F)c2)C1
    -8, /, /, -3, 1, 0, 2.2%, 0.8, -5
- O=C(N/N=C/c1coc2ccccc2c1=O)c1cc(Br)ccc1O
    -12, -6, 1, 0, 0, 0, 2.2%, 0.8, -3
- CC1(C)C2CCC1(CS(=O)(=O)Nc1ccc(S(=O)(=O)NC3CCCCC3)cc1)C(=O)C2 (stereo not drawn)
    4, 3, 5, 1, -1, 2, -1.3%, 2.0, -1
- CCCCCCCNC(=O)C1(CC2CC(c3ccccc3)=NO2)CCN(C(=O)OC(C)(C)C)CC1 (stereo not drawn)
    -20, /, 0, -37*, 3, 0, -0.3%, 1.6, -10
- COC(=O)CNC(=O)CN1C(=O)N(c2ccc(Cl)cc2)C(N(O)C(=O)Nc2ccc(Cl)cc2)C1(C)C (stereo not drawn)
    5, -6, -3, -7, 6, 11, 2.0%, -0.5, -6
- Cc1cccc(-n2c(=O)c3ccccc3n(Cc3ccc(F)cc3)c2=O)c1
    19, /, /, -8, 0, -9, -2.0%, -1.2, 0
- COc1ccc(OC)c(S(=O)(=O)Nc2ccc(C(C)=O)cc2)c1
    0, 26, -12, -19, 4, 5, -0.3%, -0.3, -1
- CCCN(CCC)C(=O)Cn1c(=O)n(-c2cccc(OC)c2)c(=O)c2c3c(sc21)CCCC3
    -6, 5, /, -5, -2, -12, -0.4%, /, 1
- CCOC(=O)c1nc(-c2ccc(OC)c(OC)c2)no1
    -2, 3, -2, 3, 3, 2, -1.3%, -0.8, 7
- O=C(c1ccc([N+](=O)[O-])o1)N1CCN(Cc2ccccc2)CC1
    3, -2, 5, 3, 1, -2, -0.1%, -0.2, -3
- CSc1nc2sc3c(c2c(=S)[nH]1)CC(C)(C)OC3
    -5, -5, -17, -16, 1, 4, ?, 0.0, -4
- NC(=O)Cc1ccc(C(=O)c2ccccc2)s1
    6, 8, -24, 16, 2, -1, 2.5%, -0.6, 0
- COc1ccc2cc3cc(C(=O)NCCN4CCN(c5ccccc5F)CC4)oc3nc2c1
    -19, 5, 38*, -19, 0, -5, 3.9%, 15, -7
- CCOc1ccccc1C(=O)Nc1cccc(-c2ccc3nncn3n2)c1
    /, 2, /, -9, 0, -2, 0.6%, /, -3

Part of the list above in another layout:
molecule	D2 PAM	RXFP1 antagonist	D2 antagonist	D1 antag	D1 agonist	TRHR PAM	RXFP1 agonist	D2 agonist	D1 potentiator
COc1ccc(C2CC(c3cccc(C)c3)n3nc(N)nc3N2)cc1 (stereo not drawn)	7	/	0	-31*	0	10	1.8%	-1.0	0
CCSc1nc(-c2ccco2)ccc1C#N	0	-21	9	7	-1	-3	3.2%	0.3	-8
N#Cc1c(-c2ccco2)cc(-c2ccccc2)[nH]c1=O	-6	1	4	4	1	5	2.4%	0.1	5
CCN(CC)S(=O)(=O)c1ccc(-c2nnc3sc4cccc(C)c4n23)cc1	-11	/	-11	4	3	-4	0.2%	-0.3	/
CC(OC(=O)C1=COCCO1)C(=O)Nc1ccccc1C#N (stereo not drawn)	-1	-4	-7	3	2	1	0.3%	2.3	-1
C#CC(=O)N(c1cccc(OC)c1)C(C(=O)NC1CCCC1)c1cccs1 (stereo not drawn)	3	-38	-24	-6	3	17	-0.6%	-0.8	-6
O=C(CCc1nc(-c2ccccc2Cl)no1)NCc1ccco1	4	11	3	-3	0	-5	2.4%	0.3	3
Cc1cc(C(=O)OCn2nnc3ccccc3c2=O)c(C)n1-c1ccccc1	2	-5	26	-2	0	-4	0.6%	0.6	-1
COc1ccc([N+](=O)[O-])cc1NCC(=O)Nc1cccc(S(=O)(=O)N2CCCC2)c1	-4	-10	25	-8	2	-1	1.0%	-0.6	-2
CCOC(=O)N1CCC(N2C(=O)c3ccccc3C2Nc2ccc(S(=O)(=O)N(CC)CC)cc2)CC1 (stereo not drawn)	-2	-3	-17	-2	2	6	-1.6%	-0.4	-4

(cont.)
Sequence of screens – D2 PAM, RXFP1 antagonist, D2 antagonist, D1 antag, D1 agonist, TRHR PAM, RXFP1 agonist, D2 agonist, D1 potentiator
- Cc1ccc(NC(=O)c2ccc(CNS(=O)(=O)c3ccc4c(c3)C(C)(C)C(=O)N4C)cc2)cc1
    2, -30, /, 0, 17, 0, 5.0%, -1.1, 1
- O=C(COc1ccccc1F)N1CCN(S(=O)(=O)/C=C/c2ccccc2)CC1
    -5, /, -7, -24, 0, -1, -0.7%, 0.2, -3
- COc1cc2c(cc1OC)CN(C(=O)Cc1c(F)cccc1Cl)CC2
    -1, 6, 15, 3, 4, -1, 0.2%, 0.4, 6
- Cc1cc(/C=C2\NC(=O)N(Cc3ccc(Cl)cc3)C2=O)c(C)n1C
    -9, -11, -5, -16, 4, -3, 6.9%, 0.7, -8
- CCC(=O)Nc1ccc2nc(C3CC3)n(Cc3ccccc3)c(=O)c2c1
    -3, 2, -36, -7, 1, -4, 14%, -0.1, -6
- N#C/C(=C/c1ccc2c(c1)OCO2)C(=O)NCCc1c[nH]c2ccccc12
    16, -30, -21, -18, 5, -5, -0.7%, -0.5, -3
- CN1CCN(C(=S)c2cn(Cc3ccccc3)c3ccccc23)CC1
    -30, 0, -11, -4, 5, 2, 2.6%, 0.4, -3
- Cn1c(N)c(C(=O)COC(=O)C2=COCCO2)c(=O)n(C)c1=O
    -17, -9, -11, 1, 4, 4, 6.3%, -0.1, -2
- O=S1(=O)CCO[C@H]2Cc3ccccc3[C@H]2N1Cc1cccc(F)c1
    -15, /, -13, 5, -1, -6, -0.2%, 0.4, 4
- CC(C(=O)NCc1ccco1)n1cc(C(=O)c2ccco2)c2ccccc21 (stereo not drawn)
    7, -2, -15, 7, -1, 1, -0.2%, -0.1, -1
- O=C(N/N=C/c1ccccc1O)C1(O)c2ccccc2-c2ccccc21
    -1, -9, 12, -22, 4, -2, -1.8%, 0.3, -4
- O=C(CCS(=O)(=O)c1cc2c(cc1Cl)NC(=O)CO2)NCCc1ccccc1
    -3&-5, 31, -3, -18&2, 1&0, -17&0, -0.2%&-0.9%, 0.8&0.5, 2&0
- CCOC(=O)N1CCN(Cc2nc3ccc([N+](=O)[O-])cc3c(=O)n2-c2cccc(OC)c2)CC1
    /, -1, /, -11, 2, -2, 1.0%, /, -7
- O=C(/C(=C/O)N=Nc1ccccc1Cl)c1ccccc1
    10, 15, 6, 13, 2, -3, -0.8%, -0.1, 0
- CCOC(=O)CNC(=O)Cn1cnc2c(oc3ccccc32)c1=O
    -8, 4, -21, 9, 2, 2, ?, 0.1, 4
- O=C(CSc1nnc(NC(=O)C2CCCCC2)s1)NCc1ccco1
    -22, -7, 2, 11, 2, -2, -0.1%, 0.3, -6
- COc1ccc(NC(=O)N2CCOCC2)cc1
    -6, 7, -5, 16, 3, -2, 0.1%, 1.9, -2
- O=C(Cc1nnc(NC(=O)Nc2ccccc2)s1)NCc1ccccc1
    /, -5, /, -9, 2, 9, 4.8%, /, -6
- C#CCOCCOCCOCCNc1nc(N2CCN(C(=O)CCCCCCCCCCNC(=O)Cn3cc(CCCCCN)nn3)CC2)nc(N2CCN(C(=O)CCCCCCCCCCNC(=O)[C@@H](CCC(=O)O)n3cc(CCCCCN)nn3)CC2)n1
    0, /, -17, 0, 39*, 3, 0.4%, 0.3, -9
- Nc1nonc1-n1nnc(C(=O)N/N=C/c2cccnc2)c1-c1ccccc1
    -9, 2, -5, 5, 0, 3, -4.0%, -0.1, -4
- S=C(Nc1cccc2ccccc12)NN1CCOCC1
    -6, 0, -16, 7, 2, -1, 3.5%, 0.0, 3
- Cc1[nH]c2c(Cl)cccc2c(=O)c1CN1CCCC1
    5, -1, 11, 13, 2, 4, 3.1%, -0.8, -3
- COc1ccc(CNC(=O)C2CCN(S(=O)(=O)c3ccc4c(c3)N(C(C)=O)CCO4)CC2)cc1
    -4, -12, 7, -15, 3, -7, -0.7%, 0.2, -3
- Cc1ccc(/C=C/C(=O)O)cc1S(=O)(=O)NCCO
    8, 3, 16, 19, 3, -5, 0.5%, 1.2, -2
